# Compound activity deposited in PubChem BioAssay by several laboratories.
# AHR act = human AHR activation. activation, % at 5 µM. AID 2796. 320,000 tested, 2.5% active. AHR-responsive luciferase reporter cells, luminescence. P35869; in the data active = activation above about 47%;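 also: 0% = vehicle wells and 100% = reference agonist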
# LAP4 TOR yeast = modulators of TOR pathway LAP4-GFP in S. cerevisiae | S. cerevisiae LAP4-GFP multiplex, flow cytometry GFP, 3 h; median GFP as percent of DMSO wells | GFP response vs DMSO, % at 10 µM | 320,000 tested, 0.34% active | AID 2023;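 active = GFP response vs DMSO above a set limit, about the screen mean plus 3 SD, cut at about 150% in these data; inconclusive = under 70 cell events counted for the yeast strain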
# AGP1 TOR yeast = yeast TOR pathway AGP1-GFP modulation; S. cerevisiae AGP1-GFP multiplex flow cytometry, 3 h; GFP as percent of DMSO wells; GFP response vs DMSO, % at 10 µM; 320,000 tested, 0.02% active; AID 2066;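 active = GFP response relative to DMSO above a set limit, near screen average plus 3 SD, cut at about 150% in these data; inconclusive = fewer than 70 cells counted for the yeast strain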;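 also: median GFP channel fluorescence of the gated AGP1 strain per well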
# MEP2 TOR yeast = modulators of TOR pathway MEP2-GFP in S. cerevisiae; S. cerevisiae MEP2-GFP strain, flow cytometry GFP, 3 h; 100% = DMSO control level; GFP response vs DMSO, % at 10 µM; 330,000 tested, 0.51% active;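 active = GFP response versus DMSO above a set limit, roughly screen mean plus 3 SD, cut at about 180% in these data; inconclusive = fewer than 70 cells counted for a yeast strain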;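 also: median GFP fluorescence of the barcode-gated MEP2-GFP cells per well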
# RPL19A TOR yeast = modulators of TOR pathway RPL19A-GFP in S. cerevisiae; S. cerevisiae RPL19A-GFP strain, flow cytometry, 3 h; active compounds read low; percent response vs DMSO, % at 10 µM; 330,000 tested, 0.3% active;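 active = percent response vs DMSO below 50%; inconclusive = fewer than 70 events counted for the yeast strain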;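 also: median channel GFP fluorescence of the barcoded RPL19A-GFP strain; ratio of sample median GFP to plate DMSO average so 100% = DMSO; lower means less RPL19A-GFP as with rapamycin TOR inhibition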
# procasp3 activ = activators of human procaspase-3. recombinant procaspase-3 D3A, Ac-DEVD-pNA absorbance 405 nm. activation, % at 8.5 µM. 330,000 tested, 0.11% active. AID 463141;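 active = activation above the mean of all tested compounds plus 3 SD, cut at about 21% in these data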;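 also: 0% = DMSO alone and 100% = DMSO wells spiked with extra 5 µM PC-3 D3A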
# Target sequence (P42574 whole entry D9A/D28A/D175A): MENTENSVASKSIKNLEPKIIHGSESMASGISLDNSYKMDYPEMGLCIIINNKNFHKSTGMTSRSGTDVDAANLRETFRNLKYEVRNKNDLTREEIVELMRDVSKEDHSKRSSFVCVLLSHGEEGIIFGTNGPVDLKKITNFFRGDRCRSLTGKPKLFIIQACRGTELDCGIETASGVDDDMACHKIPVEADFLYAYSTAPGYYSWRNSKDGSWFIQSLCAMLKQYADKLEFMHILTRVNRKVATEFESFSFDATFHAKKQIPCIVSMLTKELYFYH
#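 System: Procaspase-3 D3A mutant. Medium: Zinc-free 300 mM NaCl, 50 mM HEPES, 0.01% Triton X-100. Schedule: 1 h preincubation plus 2 h reaction at 25 °C. Measured by: 405 nm absorbance of p-nitroaniline, reads at 0 and 120 min. Read-out: percent activation relative to control range.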
# CIT2 TOR yeast = alters CIT2-GFP fluorescence in TOR pathway yeast screen | S. cerevisiae CIT2-GFP strain, flow cytometry, 3 h; 100 means same as DMSO wells | GFP response vs DMSO, % at 10 µM | 320,000 tested, 0.065% active | AID 2029;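 active = GFP response relative to DMSO above a set limit, near the screen mean plus 3 SD, cut at about 150% in these data; inconclusive = Fewer than 70 cells measured for a yeast strain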;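 also: ratio of well median GFP fluorescence to mean of DMSO wells on the plate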
# procasp7 counter = counter-screen: procaspase-7 (human) activation; activation, % at 8.5 µM; 330,000 tested, 0.093% active; P55210; recombinant procaspase-7, Ac-DEVD-pNA absorbance 405 nm; D23A/D198A/D206A triple mutant, cannot self-cleave; scale: DMSO 0, 5 µM enzyme 100; AID 463210;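 active = percent activation above the screen-wide mean plus 3 SD, cut at about 25% in these data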
# Target sequence (P55210 whole entry D23A/D198A/D206A): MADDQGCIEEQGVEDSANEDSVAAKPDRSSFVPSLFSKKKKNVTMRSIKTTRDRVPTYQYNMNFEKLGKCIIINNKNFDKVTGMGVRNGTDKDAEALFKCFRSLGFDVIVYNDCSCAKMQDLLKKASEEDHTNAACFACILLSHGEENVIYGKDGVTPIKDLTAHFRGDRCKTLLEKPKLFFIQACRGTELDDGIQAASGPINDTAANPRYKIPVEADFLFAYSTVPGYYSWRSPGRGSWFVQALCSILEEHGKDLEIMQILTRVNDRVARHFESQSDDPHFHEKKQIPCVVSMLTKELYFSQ
#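 System: Procaspase-7 triple mutant (PC-7 D3A); measure: % activation from two-timepoint absorbance difference, scaled to controls; times: 1 h compound preincubation, 2 h substrate cleavage, 25 °C; also added: Ac-DEVD-pNA substrate, 400 µM as added; measured by: Epi-absorbance of released pNA at 405 nm, two timepoints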
# An asterisk follows results filed as active; ? = inconclusive; · = no result given; [ ] = remark or other dose. This is a random part of the collection. About 3.5% of those tested had a hit in this group.
SMILES,AHR act,LAP4 TOR yeast,AGP1 TOR yeast,MEP2 TOR yeast,RPL19A TOR yeast,procasp3 activ,CIT2 TOR yeast,procasp7 counter
C1CC1Cc1noc(CN2CCN(C3C4CC5CC(C4)CC3C5)CC2)n1 (stereo not drawn),-2,100,96,95,97,0,95,-2
Cc1ccnc(NS(=O)(=O)c2ccc(NC(=O)Cc3ccccc3)cc2)n1,4,101,105,104,108,-9,102,-7
Cc1cccc(OC(=O)c2cn(C)nc2C(F)(F)F)c1C,6,113,102,97,96,-16,92,1
Cn1ccnc1Sc1nnnn1-c1ccccc1,0,99,96,95,94,9,·,-2
O=S(=O)(NCCN1CCCC1)c1ccc(C(F)(F)F)cc1,1,104,99,111,106,8,105,-10
CCN1C(=O)[C@H]2[C@@H](c3ccc(-c4ccc(F)cc4)c(OC)c3)N[C@@](Cc3ccccc3)(C(=O)OC)[C@H]2C1=O,0,96,100,98,95,-6,93,-2
CCOc1ccccc1CN1CCNC(=O)C1CC(=O)N(C)Cc1cnccn1 (stereo not drawn),-2,92,96,94,102,1,95,-6
Cc1ccc(N(C)C(=O)c2cc(S(=O)(=O)N3CCCC3)cn2C)cc1,0,115,93,105,107,5,98,0
C/C(=N\OCC(=O)Nc1nc2ccccc2s1)c1ccccc1,13,104,96,102,103,6,86,9
Cc1cccc(NC(=O)Nc2ccc(Cl)c(Cl)c2)n1,39,96,93,108,100,-6,101,0
COc1ccc(OC)c(CCNC(=O)CSc2ccsc2[N+](=O)[O-])c1,33,92,96,113,108,-4,106,-2
Cc1ccc(N(CC(=O)NC(C)c2ccccc2)S(=O)(=O)c2c(C)noc2C)cc1 (stereo not drawn),0,94,98,95,100,2,112,-3
CCOC(=O)/C(C(N)=NC(C)C)=C(\O)c1ccccc1,3,106,119,104,104,2,95,2
CCOc1ccc(NC(=O)CSc2nnc(CNC(=O)c3cccs3)o2)cc1,6,99,102,113,106,4,103,-3
Cc1ccc(SCC(=O)NCC(C)C)cc1,2,111,104,106,99,-4,100,3
COc1cc(C(=O)Nc2ccc3ccccc3c2)cc(OC)c1OC,·,97,82,109,96,·,96,·
CCOC(=O)c1c(S(=O)(=O)Nc2ccccn2)c(C)n(C)c1C,-1,95,98,95,98,5,96,8
CN(CC(=O)Nc1ccc(N2CCOCC2)cc1)C(=O)CCc1ccccc1Cl,2,103,110,96,98,1,103,3
COc1ccccc1OCCCC(=O)Nc1ccc(N2CCOCC2)cc1,7,103,98,89,95,9,95,0
CC1(C)Cc2c(sc(/N=C/N3CCCCCC3)c2C#N)C(C)(C)N1,2,103,105,112,106,-1,101,5

# Random excerpt: 2 compounds from above, in no set order.
SMILES,AHR act,LAP4 TOR yeast,AGP1 TOR yeast,MEP2 TOR yeast,RPL19A TOR yeast,procasp3 activ,CIT2 TOR yeast,procasp7 counter
CN(CC(=O)Nc1ccc(N2CCOCC2)cc1)C(=O)CCc1ccccc1Cl,2,103,110,96,98,1,103,3
CCOC(=O)c1c(S(=O)(=O)Nc2ccccn2)c(C)n(C)c1C,-1,95,98,95,98,5,96,8

# The results go on.
SMILES,AHR act,LAP4 TOR yeast,AGP1 TOR yeast,MEP2 TOR yeast,RPL19A TOR yeast,procasp3 activ,CIT2 TOR yeast,procasp7 counter
Clc1ccccc1-c1nnc2sc(C3COc4ccccc4O3)nn12 (stereo not drawn),2,139,90,90,92,6,91,-1
CC(C)(C)Cc1nnc(NC(=O)Cc2ccc([N+](=O)[O-])cc2)s1,5,90,102,98,105,-17,103,-5
O=C(O)CCn1[nH]c(=O)c2ccccc2c1=O,0,96,98,101,99,4,104,0
Cc1ccc(S(=O)(=O)N2CCOCC2)cc1NC(=O)COc1ccc(C(=O)c2ccccc2)cc1,0,101,99,99,98,-4,96,-4
O=C(CSc1nc2ccccc2[nH]1)Nc1ccc2c(c1)OCCO2,25,100,101,107,100,-4,95,-20
COc1nc(NCC(C)C)nc(Oc2ccc(=O)n(-c3ccccc3)n2)n1,0,109,92,103,99,6,99,0
COc1ccc(C(CNC(=O)CNC(=O)c2cccc(Cl)c2)N2CCCC2)cc1 (stereo not drawn),4,103,98,107,99,-1,103,6
O=C(CCCOc1ccc(Cl)cc1)N1CCCCC1,-1,107,100,100,98,4,103,1
CN(CCO)C(=O)c1ccc(-c2nn(C)c(=O)c3ccccc23)cc1,4,104,101,100,98,-4,95,-1
CC(Oc1ccc(Cl)cc1)c1ccnn1S(=O)(=O)c1ccc(Cl)cc1 (stereo not drawn),1,98,·,97,98,-5,96,12
O=C(NCCCN1CCN(Cc2ccccc2Cl)CC1)Nc1ccccc1,-4,93,103,96,99,5,98,6
O=C(Nc1ccc2c(c1)OCO2)c1ccc(CO)cc1,8,92,96,90,96,-2,93,12
Cc1ccc(NC(=O)c2ccc3c(c2)CCN3S(C)(=O)=O)c(C)c1,17,102,104,99,101,8,105,-10
c1ccc(-c2nccc(-c3ccc(-n4cnc5ccccc54)cc3)n2)cc1,35,81,·,75,93,0,85,2
Cc1cc(C)c2nc(C)cc(Nc3ccc(C(=O)NCCO)cc3)c2c1,6,125,111,101,97,-5,106,-1
COc1cccc(-n2c(CN3CCN(c4ccccc4)CC3)nc3ccc([N+](=O)[O-])cc3c2=O)c1,24,91,93,90,92,-5,97,10
COc1ccc(C2CC(c3ccccc3)=NN2C(=O)COC(=O)c2cccnc2)cc1 (stereo not drawn),4,94,101,103,103,-5,101,7
Cc1cc(F)ccc1S(=O)(=O)N(C(=O)c1ccncc1)c1ccc(OC(=O)c2ccncc2)cc1,1,99,98,96,96,-5,102,-6
C=CCn1c(SCc2nc3cc(C(F)(F)F)ccc3c(=O)[nH]2)nc2sc(CC)cc2c1=O,3,92,96,98,95,0,101,13
O=C(CNS(=O)(=O)c1ccc(Cl)cc1)N/N=C/c1ccco1,2,96,99,98,97,-4,104,10
COc1cc(S(=O)(=O)N2CCC(c3nc4ccccc4s3)CC2)ccc1S(=O)(=O)NC1CCCC1,2,79,85,100,115,8,81,14
CC1C(=O)CCC1(C(=O)O)c1ccccc1 (stereo not drawn),3,102,105,101,102,7,101,9
CN(C)c1ccc(C(=O)OCC(=O)c2cccs2)cc1,-1,103,103,96,102,2,98,6
Cc1ccc(S(=O)(=O)N2CCCC2)cc1S(=O)(=O)N1CCCC1,2,104,109,104,104,6,107,9
Cc1nc(C)n(CC(C)C(=O)N2CCN(S(=O)(=O)c3ccccc3)CC2)n1 (stereo not drawn),-1,?,?,?,40*[may fluoresce violet],-5,?,-3
CCOC(=O)c1cc(S(=O)(=O)N2CCOCC2)cn1C,-1,105,106,106,102,0,99,-4
CCN(CC)S(=O)(=O)c1ccc(N(C)CCc2ccc(OC)c(OC)c2)nc1,-1,105,107,111,101,6,102,5
Cc1cc(C)n2nc(C(=O)OCC(=O)Nc3ccc(C)c(F)c3)nc2n1,3,85[may fluoresce red and violet],?,?,?,5,?,0
CCOC(=O)NCCc1c(C)nc2c(c(C)nn2C(C)(C)C)c1C,5,·,101,101,101,2,95,5
COc1cc(-c2noc(-c3cccs3)n2)cc(OC)c1OC,48*,111,102,130,99,-2,107,6
Cc1cc(Br)c(OCc2ccc(C(=O)N/N=C3\CC4CC=CC34)cc2)c(Br)c1 (stereo not drawn),105*,97,96,98,100,1,97,-6
CCCCOC(=O)c1cc(=O)[nH]c2ccccc12,3,95,83,92,87,10,96,2
COc1cc(/C=C(\C#N)C(=O)N2CCOCC2)cc(Br)c1O,3,98,93,90,97,0,92,-16
O=C(Cc1ccc(Cl)cc1)Nc1ccncc1,38,111,110,102,101,2,106,6
COc1ccc(NC(=O)C(C)Sc2nnc3c4c(nc(-c5ccc(OC)cc5)n23)CC(C)(C)OC4)cc1 (stereo not drawn),0,85,95,79,102,-4,94,3
O=C(Nn1cnnc1)C1CCCN1S(=O)(=O)c1ccc(F)cc1 (stereo not drawn),0,94,97,98,101,5,105,2
CS(=O)(=O)N1CCC(Oc2ccccc2C(=O)NC2CCCCCC2)CC1,1,94,85,68,98,-6,109,0
Cc1cccc(NC(=O)C2(c3cccs3)CCOCC2)n1,0,105,106,106,104,0,110,-5
COc1cc(NC(=O)CSc2nc3ccccc3cc2C)c(C(=O)O)cc1OC,-1,100,98,105,103,-3,100,5
CC(C)C(NC(=O)c1ccccc1)C(=O)OCC(=O)N1CCCC1 (stereo not drawn),1,97,96,97,94,3,97,-6
COc1ccccc1CNC(=O)c1oc2ccc(S(=O)(=O)N3CCCC3)cc2c1C,23,90,94,100,·,8,95,-6
N#Cc1ccccc1S(=O)(=O)N1CCN(C(=O)C2CCCC2)CC1,1,95,103,108,101,0,99,-18
Nc1nnn(CC(=O)N/N=C/c2ccco2)n1,-4,110,109,103,103,-5,102,-1
CC(=O)NC12CC3CC(C1)CC(C(=O)N(C)Cc1cccc(Cl)c1Cl)(C3)C2,·,86,97,103,106,·,96,·
O=C(N/N=C/c1cn(-c2cccs2)nc1-c1ccccc1)c1ccccc1O,14,106,96,103,99,-2,97,1

# Of the compounds above, these have an aryl thioether with sulfur outside any ring:
SMILES,AHR act,LAP4 TOR yeast,AGP1 TOR yeast,MEP2 TOR yeast,RPL19A TOR yeast,procasp3 activ,CIT2 TOR yeast,procasp7 counter
Cn1ccnc1Sc1nnnn1-c1ccccc1,0,99,96,95,94,9,·,-2
COc1ccc(OC)c(CCNC(=O)CSc2ccsc2[N+](=O)[O-])c1,33,92,96,113,108,-4,106,-2
CCOc1ccc(NC(=O)CSc2nnc(CNC(=O)c3cccs3)o2)cc1,6,99,102,113,106,4,103,-3
Cc1ccc(SCC(=O)NCC(C)C)cc1,2,111,104,106,99,-4,100,3
O=C(CSc1nc2ccccc2[nH]1)Nc1ccc2c(c1)OCCO2,25,100,101,107,100,-4,95,-20
C=CCn1c(SCc2nc3cc(C(F)(F)F)ccc3c(=O)[nH]2)nc2sc(CC)cc2c1=O,3,92,96,98,95,0,101,13
COc1ccc(NC(=O)C(C)Sc2nnc3c4c(nc(-c5ccc(OC)cc5)n23)CC(C)(C)OC4)cc1 (stereo not drawn),0,85,95,79,102,-4,94,3
COc1cc(NC(=O)CSc2nc3ccccc3cc2C)c(C(=O)O)cc1OC,-1,100,98,105,103,-3,100,5

# 3 compounds already listed, ordered by the value under procasp3 activ, high to low:
structure	AHR act	LAP4 TOR yeast	AGP1 TOR yeast	MEP2 TOR yeast	RPL19A TOR yeast	procasp3 activ	CIT2 TOR yeast
N#Cc1ccccc1S(=O)(=O)N1CCN(C(=O)C2CCCC2)CC1	1	95	103	108	101	0	99
O=C(N/N=C/c1cn(-c2cccs2)nc1-c1ccccc1)c1ccccc1O	14	106	96	103	99	-2	97
Nc1nnn(CC(=O)N/N=C/c2ccco2)n1	-4	110	109	103	103	-5	102
